High-throughput results from PubChem BioAssay.
IDE act = boosts human insulin-degrading enzyme activity in HEK cells. P14735. FAbeta-B cleavage, fluorescence polarization; 0% vehicle, 100% cell-free pure enzyme wells. activation, % at 5.96 µM. actives 0.073% (n = 340,000). AID 493087;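 active = activation above the mean of all tested compounds plus 3 SD, set per screening campaign, cut at about 17% in these data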
Target sequence (P14735 whole entry, looked up): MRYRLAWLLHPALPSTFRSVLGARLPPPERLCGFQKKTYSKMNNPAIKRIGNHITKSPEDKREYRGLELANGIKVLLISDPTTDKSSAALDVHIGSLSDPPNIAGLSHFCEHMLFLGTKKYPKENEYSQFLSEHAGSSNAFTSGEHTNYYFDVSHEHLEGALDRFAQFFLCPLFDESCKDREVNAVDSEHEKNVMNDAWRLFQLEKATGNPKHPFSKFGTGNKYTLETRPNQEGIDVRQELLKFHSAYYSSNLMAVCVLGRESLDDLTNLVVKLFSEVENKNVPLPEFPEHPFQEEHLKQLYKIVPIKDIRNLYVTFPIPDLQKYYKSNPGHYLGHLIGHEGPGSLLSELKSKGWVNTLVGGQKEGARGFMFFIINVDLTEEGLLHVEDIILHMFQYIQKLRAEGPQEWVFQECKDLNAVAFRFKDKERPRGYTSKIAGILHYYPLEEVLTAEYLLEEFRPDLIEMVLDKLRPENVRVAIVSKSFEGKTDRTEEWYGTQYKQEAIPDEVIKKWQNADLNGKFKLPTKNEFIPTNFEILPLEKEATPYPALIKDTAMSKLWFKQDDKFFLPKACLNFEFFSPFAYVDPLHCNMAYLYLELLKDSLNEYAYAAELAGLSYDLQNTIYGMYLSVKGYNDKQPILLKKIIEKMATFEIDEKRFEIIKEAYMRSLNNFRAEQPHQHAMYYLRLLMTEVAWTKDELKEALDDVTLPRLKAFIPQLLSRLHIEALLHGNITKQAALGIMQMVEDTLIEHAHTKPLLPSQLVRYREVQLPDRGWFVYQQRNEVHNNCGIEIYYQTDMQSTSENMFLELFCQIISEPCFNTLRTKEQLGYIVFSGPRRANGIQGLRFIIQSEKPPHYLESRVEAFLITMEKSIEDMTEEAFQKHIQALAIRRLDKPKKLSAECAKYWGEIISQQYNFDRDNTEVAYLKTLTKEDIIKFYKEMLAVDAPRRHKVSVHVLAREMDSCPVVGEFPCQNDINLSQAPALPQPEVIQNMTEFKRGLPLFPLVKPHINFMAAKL
IMP-1 inh = inhibitors of Pseudomonas aeruginosa IMP-1 metallo-beta-lactamase; AID 1556; purified IMP-1, nitrocefin hydrolysis, epi-absorbance fluorescence; actives 0.45% (n = 290,000); inhibition, % at 5.6 µM;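 active = inhibition above the mean plus 3 SD of all compounds in the same screening run, cut at about 4.5% in these data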;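 note: 0% = IMP-1 with DMSO and 100% = DMSO wells lacking enzyme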
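System: Purified recombinant IMP-1 metallo-beta-lactamase enzyme | Measured by: Fluorescence quenching readout, ex 480/em 530 nm | Replication: Singlicate | Incubation: 15 min preincubation plus 25 min reaction at 25 °C | Evaluation: Percent inhibition from optical density relative to buffer-blank wells | Benchmarks: DMSO with and without IMP-1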
NALP1 yeast inh = blocks the NALP1 inflammasome reconstituted in yeast. S. cerevisiae NALP1/ASC/caspase-1 growth, X-gal OD620, 72 h. inhibition, % at 10 µM. actives 0.61% (n = 280,000). AID 2071; in the data active = inhibition mostly above about 24%, no sharp cut-off; inactive = mostly below about 32%; note: some compounds called inactive have numbers as strong as hits
VIM-2 inh = blocks Pseudomonas aeruginosa VIM-2 metallo-beta-lactamase; purified VIM-2, nitrocefin hydrolysis, epi-absorbance fluorescence; inhibition, % at 5.6 µM; actives 0.89% (n = 290,000); AID 1527;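 active = inhibition above the mean of all tested compounds plus 3 SD, cutoff set per screening run, cut at about 7.5% in these data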;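 note: red hydrolysis product quenches plate fluorescence so inhibitors raise well fluorescence; 0% = enzyme with DMSO and 100% = DMSO without enzyme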
GPR7 antagonist = antagonists of human GPR7 (neuropeptides B/W receptor 1); GPR7-expressing cells, fluorescence antagonist assay; inhibition, % at 4.4 µM; actives 1.1% (n = 290,000); AID 1861; in the data active = inhibition above about 16%, passing the limit was not always enough;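 note: cells stimulated with the agonist NPW; 0% = agonist with vehicle and 100% = vehicle without agonist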
pCIP destab = p/CIP protein destabilization. Q05BA5. F442A p/CIP-EGFP cells, EGFP fluorescence, 16 h. decrease of EGFP signal, % at 10 µM. actives 0.01% (n = 290,000);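 active = EGFP signal decrease of at least 30% at 10 µM or well 3 SD below plate mean, unless failing retest; inactive = the rest, including hits failing retest or dose response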; note: some compounds called inactive have numbers as strong as hits; many of its hits are not listed in these tables
PHOSPHO1 inh = inhibitors of human PHOSPHO1 phosphatase; recombinant PHOSPHO1, absorbance phosphatase assay; inhibition, % at 13.3 µM; actives 1.1% (n = 290,000); AID 1565; in the data active = inhibition above about 60%
IDE inh = cellular human IDE inhibition; P14735; HEK cells, FAbetaB cleavage, fluorescence polarization; inhibition, % at 5.59 µM; actives 0.41% (n = 320,000);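 active = percent inhibition above the average of all tested compounds plus 3 SD, set per screening campaign, cut at about 16% in these data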;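 note: IDE supplied by intact live HEK cells; FP after avidin binding of uncleaved biotin substrate so inhibition keeps polarization high; 0% = DMSO wells and 100% = 60 µM reference IDE inhibitor Ii1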
PfM18AAP inh = blocks P. falciparum M18 aspartyl aminopeptidase; actives 1.2% (n = 290,000); inhibition, % at 7.35 µM; recombinant PfM18AAP, H-Glu-NHMec fluorogenic cleavage;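 active = inhibition above the campaign mean inhibition over all tested compounds plus 3 SD, cut at about 28% in these data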;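 note: 0% = plate median of test compound wells and 100% = 2 mM ZnCl2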
The depositor's hits bear a star; / = not tested or not shown. Outcome played no part in choosing rows; any-hit rate near 5.3%.

Results follow in this order: IDE act | IMP-1 inh | NALP1 yeast inh | VIM-2 inh | GPR7 antagonist | pCIP destab | PHOSPHO1 inh | IDE inh | PfM18AAP inh
- CCOC(=O)C1(Cc2ccc(O)cc2)NC(c2ccco2)C2C(=O)N(c3ccccc3F)C(=O)C21 (stereo unspecified)
 : 4 | -3.2 | 17 | -3.0 | -2 | -3 | 7 | 1 | 3
- O=C(Nc1nccs1)c1ccc2c(c1)OCO2
 : 4 | -5.6 | -9 | -3.3 | 2 | 8 | 35 | 2 | 5
- COCCNC(=O)/C(C#N)=c1\s/c(=C\c2ccccc2OC(F)F)c(=O)n1Cc1ccccc1
 : / | -1.8 | -2 | -2.6 | -14 | -1 | 7 | -2 | 5
- OC1(c2cccc(C(F)(F)F)c2)CCN(c2ncnc3c2[nH]c2ccc(F)cc23)CC1
 : -18 | 0.6 | / | -1.7 | 1 | -21 | 1 | / | 1
- O=C(COCC(=O)N/N=C/c1ccc(F)cc1)N/N=C/c1ccc(F)cc1
 : 5 | -5.4 | 8 | -4.2 | 1 | -2 | 1 | 3 | -2
- O=C(NC1CCCCC1)C(c1ccncc1)N(C(=O)c1csnn1)c1cccc(F)c1 (stereo unspecified)
 : 1 | -4.2 | 5 | -3.0 | 4 | -1 | 19 | 6 | -4
- CN(C)CCNc1c2c(nc3ccccc13)CCC2
 : 0 | 1.5 | 19 | 1.9 | -4 | 3 | 36 | 4 | 1
- Cc1ccc(C(=O)CSC2=C(C#N)C(c3ccco3)C3=C(CC(C)(C)CC3=O)N2)cc1 (stereo unspecified)
 : 7 | 5.5* | 11 | 1.9 | -7 | -12 | 76* | 4 | 4
- COc1ccccc1NC(=O)NCC1CC1(Cl)Cl (stereo unspecified)
 : -1 | 2.6 | 19 | 0.7 | -5 | -15 | -10 | 3 | 1
- C=CCn1c(COc2ccc(F)cc2)nnc1SCC(=O)Nc1cccc(S(N)(=O)=O)c1
 : / | -1.5 | 16 | -1.6 | 2 | -10 | 42 | 1 | 3
- Cc1cc(NC(=O)COc2cccnc2[N+](=O)[O-])no1
 : 1 | -1.5 | -4 | -3.5 | -4 | -5 | 16 | 4 | -1
- Cc1ccccc1NC(=O)CN(C)S(=O)(=O)c1ccc(-c2ccc(=O)[nH]n2)s1
 : -1 | 0.6 | 11 | 0.8 | 11 | -6 | 49 | -2 | -13
- Cc1onc(-c2c(F)cccc2Cl)c1C(=O)N1CCSCC1
 : / | -1.9 | 32 | -1.6 | -5 | -15 | 3 | 1 | -10
- CCCCC(=O)C1CCN(Cc2ccccc2)CC1
 : 5 | -2.5 | -1 | 0.9 | 5 | -17 | 11 | -2 | 5
- O=C1C2C(C(=O)N1/N=C/c1ccc(N3CCCCC3)o1)C1C=CC2C12CC2 (stereo unspecified)
 : 3 | -3.3 | 23 | -2.1 | -2 | -22 | -28 | 2 | 13
- CCC(C)NS(=O)(=O)c1ccc(NC(C)=O)cc1 (stereo unspecified)
 : 3 | -2.9 | 7 | -2.3 | 4 | -8 | 3 | 3 | -6
- CCOc1cc(N2CCOCC2)c(OCC)cc1NC(=O)COc1ccc2ccc(=O)oc2c1
 : / | 1.2 | 14 | -1.4 | -7 | -6 | -9 | -6 | -5
- O=C(Nc1ccc2c(c1)CCC2)c1cccc(S(=O)(=O)N2CCN(c3ccccc3)CC2)c1
 : 0 | -2.2 | -2 | -0.2 | -12 | 3 | 33 | -3 | -12
- Cc1ccc(N(CC(O)CON=C2c3ccccc3-c3ccccc32)S(C)(=O)=O)cc1 (stereo unspecified)
 : 2 | 2.0 | 3 | -1.6 | 4 | -3 | -3 | 4 | -1
- COc1cccc(CSc2nccn2C)c1
 : 2 | -0.7 | / | -0.2 | -7 | 0 | / | 3 | 2

Reformatted field by field: part of the list above
Cc1ccccc1NC(=O)CN(C)S(=O)(=O)c1ccc(-c2ccc(=O)[nH]n2)s1
- IDE act = -1
- IMP-1 inh = 0.6
- NALP1 yeast inh = 11
- VIM-2 inh = 0.8
- GPR7 antagonist = 11
- pCIP destab = -6
- PHOSPHO1 inh = 49
- IDE inh = -2
- PfM18AAP inh = -13

Cc1onc(-c2c(F)cccc2Cl)c1C(=O)N1CCSCC1
- IDE act = /
- IMP-1 inh = -1.9
- NALP1 yeast inh = 32
- VIM-2 inh = -1.6
- GPR7 antagonist = -5
- pCIP destab = -15
- PHOSPHO1 inh = 3
- IDE inh = 1
- PfM18AAP inh = -10

(cont.)
Results follow in this order: IDE act | IMP-1 inh | NALP1 yeast inh | VIM-2 inh | GPR7 antagonist | pCIP destab | PHOSPHO1 inh | IDE inh | PfM18AAP inh
- CCOC(=O)C1=C(C)N(CCCCCC(=O)O)C(=O)NC1c1ccccc1Cl (stereo unspecified)
 : -1 | -3.8 | 10 | -4.2 | -4 | -8 | -6 | -2 | 2
- CCCCNC(=S)N/N=C/c1ccc(OCC(=O)Nc2c(C)cc(C)cc2C)c(OC)c1
 : 7 | -2.8 | 10 | -1.8 | -5 | -19 | -9 | 0 | -1
- Cc1cccc(NC(=O)COc2nsnc2N2CCOCC2)c1
 : 1 | -1.9 | -5 | -1.5 | 1 | -4 | 14 | 1 | -13
- c1csc(CNCc2ccncc2)c1
 : 4 | -0.4 | -6 | 1.4 | -6 | 10 | -10 | 6 | -10
- Cc1ccc(NC(=O)CSc2nnc(C3CCCCC3)n2N)cc1F
 : -12 | -2.5 | 7 | -1.9 | -6 | -2 | 5 | 7 | -5
- Oc1ccc(/C=N\Nc2nncc(-c3ccccc3)n2)cc1
 : 2 | -4.0 | / | -5.2 | -2 | -8 | 14 | -6 | 15
- O=C(Nc1nnc(-c2ccccc2)s1)c1ccccc1F
 : 4 | -5.1 | 17 | -3.8 | 7 | -6 | -6 | 1 | -1
- COC(=O)CN1C(=O)Nc2ccc(Cl)cc2C1c1ccccc1 (stereo unspecified)
 : 0 | -2.8 | 13 | -2.4 | -5 | -19 | 30 | 2 | 4
- CCOc1ccc2nc(NC(=O)Cc3cccs3)sc2c1
 : -1 | -2.5 | 5 | -1.2 | -5 | -1 | -62 | 3 | -11
- N#Cc1c(Cl)nc(-c2ccncc2)nc1-c1ccccc1
 : -1 | 0.9 | 29 | 0.5 | 6 | -3 | 33 | 2 | -7
- CCCN(CCC)CCCNc1ccc2nnc(-c3ccc(F)cc3)n2n1
 : 3 | -3.3 | 36 | 18* | -10 | -15 | 42 | 3 | -1
- NC(=O)CC(NC(=O)c1ccc(Br)cc1)c1ccc(NCc2ccc(F)cc2)c([N+](=O)[O-])c1 (stereo unspecified)
 : 1 | / | / | / | / | -17 | 44 | -3 | /
- CCOC(=O)CNC(=O)C(CO)NC(=O)OCc1ccccc1 (stereo unspecified)
 : -6 | -3.3 | 12 | 0.4 | -8 | 6 | -12 | 7 | 2
- CCOc1ccc(CCNC(=O)c2cc(C)nn2-c2ccccc2)cc1
 : -2 | -2.4 | / | -1.7 | -12 | -4 | 18 | 1 | 6
- CCNc1nc(NC(C)C)nc(N(C#N)Cc2ccccc2)n1
 : 2 | -4.3 | 7 | -3.0 | -13 | 10 | 12 | -3 | -10
- COc1ccc(CN2CCc3cc(OC)c(OC)cc3C2)cc1O
 : 2 | 0.2 | 8 | -1.9 | 1 | -4 | 48 | 13 | -2
- CCOC(=O)c1sc(Nc2cccc(Cl)c2)nc1C
 : 2 | -0.1 | 12 | 0.6 | -26 | -8 | -4 | 2 | -12
- Cc1c(C(c2ccc(C(=O)O)cc2)c2c(C)n(C)n(-c3ccccc3)c2=O)c(=O)n(-c2ccccc2)n1C
 : 0 | -3.5 | 8 | -0.3 | -12 | -8 | 18 | -9 | -8
- C/C(=N\OC(=O)c1cccc(Cl)c1)c1sc(C)nc1C
 : 3 | -4.4 | 0 | -0.1 | 7 | -7 | 13 | 7 | -5
- Cc1cc(OCC(=O)NC(Cc2ccc(Cl)cc2)C(=O)O)c2c(C)cc(=O)oc2c1 (stereo unspecified)
 : 5 | -3.5 | 13 | -0.5 | -3 | 11 | 13 | -1 | 4
- Cc1c(CN2CCC(CO)(CC3CCCCO3)CC2)cnn1C (stereo unspecified)
 : -1 | -1.9 | 15 | -1.0 | -8 | -12 | 32 | 2 | 1
- Cc1ccc(C)c(S(=O)(=O)N2CCN(CC(=O)Nc3ccc4c(c3)OCCO4)CC2)c1
 : 0 | -1.1 | 4 | -0.4 | -5 | 8 | 1 | 4 | 7
- O=C(Nc1cccc(S(=O)(=O)N2CCOCC2)c1)c1cn(-c2ccccc2)nc1-c1ccccc1
 : 1 | -2.1 | / | -1.3 | -5 | -16 | -7 | -6 | -5
- Cc1ccc(C(=O)NC2CC3CCC(C2)N3Cc2ccco2)cc1 (stereo unspecified)
 : 7 | -5.5 | 13 | -0.3 | -18 | -13 | 1 | -1 | -12
- COc1ccc(CN2CC(C(=O)NCCCN3CCOCC3)CC2=O)cc1 (stereo unspecified)
 : -3 | -1.1 | 35 | -1.7 | 1 | -5 | 55 | 2 | 9
- CC(=O)c1cccc(CN2CCN(CC(C)C)C(CCO)C2)c1 (stereo unspecified)
 : 3 | 1.2 | 16 | -0.6 | -13 | 3 | 31 | 3 | -3
- COc1ccc(C(=O)NC(C)(C)C)cc1S(=O)(=O)N1CCCC1
 : 3 | -3.8 | 0 | -7.2 | -6 | -7 | 4 | 2 | -13
- O=C(CNC(=O)c1ccco1)N=Nc1c(O)n(CCc2ccccc2)c2ccccc12
 : -3 | -6.0 | -29 | -1.6 | 5 | -18 | 8 | 8 | 11
- COc1ccc(N(C(=O)c2ccco2)S(=O)(=O)c2cc(Cl)c(Cl)cc2Cl)cc1
 : -5 | -3.3 | 3 | -2.5 | -2 | 1 | -6 | -6 | -22
- Cc1ccc2c(C(=O)CSc3ccccc3)c(C)[nH]c2c1
 : -4 | -2.0 | 34 | -1.8 | -5 | 2 | 11 | 4 | -8
- COc1ccc(S(=O)Cc2ccc(C(=O)N3CCN(C(=O)c4ccco4)CC3)o2)cc1 (stereo unspecified)
 : -1 | -3.4 | 1 | -1.0 | -7 | -5 | 42 | 3 | 1
- Cc1nc2ccccc2c(=O)n1NC(=O)c1ccccc1[N+](=O)[O-]
 : 7 | -2.1 | 3 | -1.6 | -7 | 9 | 5 | 8 | -8
- CN(Cc1ccccc1)CC(O)COc1ccc(CNCc2nccn2C)cc1 (stereo unspecified)
 : 0 | -4.2 | -4 | 12* | -1 | -11 | 40 | 1 | 0
- O=S(=O)(Nc1cccnc1)c1cccc(Cl)c1
 : 5 | -2.9 | 6 | -4.1 | -4 | -1 | 14 | 4 | -6
- CN1CCC(N(C)S(=O)(=O)c2ccc(C(C)(C)C)cc2)CC1
 : 7 | 0.0 | 26 | -0.9 | 2 | -8 | 28 | 1 | 2
- CC1(C)CCc2cc(-c3ccn(S(=O)(=O)c4ccccc4Cl)n3)ccc2O1
 : / | -3.3 | -4 | -3.8 | -10 | -12 | -32 | 2 | 5
- Cc1cc(C(=O)NC2CCCCC2)on1
 : 1 | -0.3 | / | 0.3 | 0 | 3 | 32 | 2 | -8
- COCCN(C(=S)Nc1ccc(C)cc1)C(C)c1ccco1 (stereo unspecified)
 : 2 | -3.2 | / | -2.0 | -4 | -18 | 30 | -2 | -1
- O=C(Cc1ccccc1[N+](=O)[O-])NC1CC2CCC1C2 (stereo unspecified)
 : 4 | -1.0 | -1 | -4.7 | -17 | -3 | 34 | -3 | 2
- S=c1[nH]c2ccccc2n2cccc12
 : 0 | -3.0 | 3 | 8.7* | -10 | 5 | -130 | -3 | 7
